L929 necroptosis: blocks zVAD induced death of L929 cells; L929 zVAD necroptosis rescue, ATP luminescence, 24 h; with zVAD 60 µM; viability rescue, % at 10 µM; 220,000 compounds, 0.38% hits; AID 1377;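 active = activation, scaled between plate controls, above about 75%, limit read from the data; inactive = activation under that limit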;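 also: 0% = zVAD with DMSO and 100% = DMSO alone without zVAD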
PERK inhibitor: inhibitors of human PERK kinase. CHO PERK-DD fusion, SEAP luminescence translation reporter. 220,000 compounds, 0.17% hits. inhibition, % at 5.6 µM;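 active = inhibition above the mean inhibition of all tested compounds plus 3 SD, set separately per screening campaign, cut at about 2.9% in these data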;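 also: PERK kinase domain activated by AP20187 dimerizer at 100 nM; 0% = DMSO with dimerizer and 100% = rapamycin at 8.4 µM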
Rad51 HR inh: blocks human Rad51 in homologous recombination. Q06609. hRad51 DNA strand exchange, fluorescence dequenching. inhibition, % at 10 µM. 200,000 compounds, 0.085% hits. AID 1385;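 active = inhibition above 40% at the single screening dose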;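 also: 0% = DMSO control wells and 100% = blanks with heterologous ssDNA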
Target sequence (Q06609 whole entry, looked up): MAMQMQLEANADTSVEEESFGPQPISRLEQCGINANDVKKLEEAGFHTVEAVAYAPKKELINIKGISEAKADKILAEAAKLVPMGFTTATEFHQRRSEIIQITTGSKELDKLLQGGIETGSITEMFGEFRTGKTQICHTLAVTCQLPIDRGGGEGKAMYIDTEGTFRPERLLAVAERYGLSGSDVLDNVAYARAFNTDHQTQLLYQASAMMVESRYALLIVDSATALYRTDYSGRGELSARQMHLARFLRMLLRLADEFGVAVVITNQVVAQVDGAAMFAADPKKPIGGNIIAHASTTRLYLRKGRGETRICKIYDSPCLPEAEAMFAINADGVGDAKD
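Material: human Rad51–ssDNA filaments; Probe or stimulus: labelled 47-mer dsDNA for strand exchange; Doses: single 10 µM dose; Incubation: 37 °C 15-min filament assembly, 30-min compound preincubation, 15-min exchange; Technique: FRET fluorescence dequenching, excitation 485 nm, emission 520 nm; Measure: Fluorescence-based percent inhibition, control- and blank-normalised; Benchmarks: plate control and blank wells.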
m-calpain inh: inhibitors of pig calpain II. AID 1236. 220,000 compounds, 0.37% hits. inhibition, % at 16 µM. purified calpain II, fluorogenic peptide substrate, 30 min;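 active = inhibition above about 50%, limit read from the data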
TNF death inh: inhibitors of TNF-alpha induced necroptosis in Jurkat FADD-/- cells; 220,000 compounds, 0.068% hits; activation (protection from cell death), % at 10 µM; Jurkat FADD-/- TNF necroptosis rescue, ATP luminescence, 24 h; 0 = TNF only, 100 = no-TNF cells;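 active = activation, meaning protection from cell death, of at least 50% relative to plate controls; inactive = activation below 50%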;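 also: necroptosis triggered by 40 ng/mL TNF-alpha added together with compound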
EBV gp42 inh: inhibitors of Epstein-Barr virus glycoprotein 42 | Fluorescence polarization binding assay, mP read-out | inhibition, % (tested at 21.74 µM) | 220,000 compounds, 0.42% hits | AID 1085; in the data active = inhibition above about 50%
Target sequence (Q1HVG2 whole entry, looked up): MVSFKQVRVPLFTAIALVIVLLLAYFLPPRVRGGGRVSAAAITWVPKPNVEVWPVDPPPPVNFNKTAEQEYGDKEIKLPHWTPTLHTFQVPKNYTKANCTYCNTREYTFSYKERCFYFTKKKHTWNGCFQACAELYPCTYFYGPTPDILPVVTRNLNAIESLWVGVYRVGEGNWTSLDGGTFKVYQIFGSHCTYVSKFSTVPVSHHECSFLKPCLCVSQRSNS
eIF4E 4G PPI: inhibitors of eIF4E and eIF4G interaction in translation initiation; P63073+Q04637; TR-FRET eIF4E-eIF4GI(517-606) binding, 2 h; inhibition, % at 21.7 µM; 220,000 compounds, 0.37% hits; AID 782;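 active = inhibition above about 30%, limit read from the data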;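 also: 0% = full FRET control wells and 100% = background wells lacking eIF4GI fragment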
Cl transport mod: modulators of human KCC2 chloride dependent transport. AID 1456. 190,000 compounds, 2.2% hits. KCC2 cells, thallium flux FluoZin-2 fluorescence. B-score of Tl+ flux slope (higher = more flux/activation; lower = inhibition) at 10 µM;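 active = thallium flux slope and its plate-corrected score both differing from the plate sample mean at a set confidence after two filtering rounds, in either direction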;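 also: slope of fluorescence scaled to starting intensity during 10 to 20 s after thallium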
Mdm2 ligase inh: blocks human Mdm2 ubiquitin ligase activity | Q00987 | cell-based MDM2 ubiquitination luciferase reporter, 2 h; 0 = plate control, 100 = twice control, blank-subtracted | signal enhancement, % at 5 µM | 210,000 compounds, 0.11% hits | AID 1230;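 active = signal enhancement of 30% or more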;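 also: luminescence tracks abundance of the self-degrading MDM2-luciferase fusion protein; higher signal means inhibition of MDM2 E3 ligase activity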
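Material: stable MDM2–luciferase fusion reporter cells / Quantity: 2000 cells/well / Dosing: single 5 µM compound dose, 0.2% final DMSO / Buffer or medium: DMEM / Schedule: 4 h cell settling then 2 h compound exposure, 37 °C / Detection: luminescence with SteadyLite reagent, 15 min at room temperature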
Starred values were filed as active, the others as inactive; i = inactive; . = not tested or not shown; [ ] = another dose, or the depositor's remark.

Below each SMILES – L929 necroptosis, PERK inhibitor, Rad51 HR inh, m-calpain inh, TNF death inh, EBV gp42 inh, eIF4E 4G PPI, Cl transport mod, Mdm2 ligase inh
- Cc1ccc(NC(=O)CSc2nnc(-c3cnccn3)n2Cc2ccco2)cc1
    1.7, -1.2, 0, -10, 0.5, -2, -1, -0.27, -13
- C/C=C(/C)C(=O)OC1Cc2c(ccc3ccc(=O)oc23)OC1(C)C (centres undefined)
    0.2, ., 6, -40, -1.6, -9, -12, -0.98, -12
- CCn1c(SCC(=O)NCc2ccccc2)nc2c(c1=O)SC(C)C2 (centres undefined)
    0.6, -0.2, -6, -3, 0.0, -18, -2, ., -15
- COc1ccc(Nc2nc(N)nc(CSCCO)n2)cc1
    0.2, 0.1, -12, -27, 0.3, -11, -2[fluorescence artefact?], ., 1
- CCCCC(=O)NC(=S)Nc1cc([N+](=O)[O-])ccc1OC
    -0.4, 1.3, ., 7, 2.7, 6, -4, 0.15, .
- CCOc1ccc(N=Cc2c(O)cc(C)oc2=O)cc1
    0.3, 0.9, 7, -2, -2.2, -22, 1, ., -9
- CC(=O)Nc1ccc(S(=O)(=O)NC(CC(=O)O)c2ccc(OC(C)C)cc2)cc1 (centres undefined)
    1.4, 0.1, 4, 8, 0.4, -8, -3, ., -35
- Cc1ccc(CN(C(=O)c2csnn2)C(C(=O)NC2CCCC2)c2ccc(C)o2)cc1 (centres undefined)
    -0.2, 0.1, 8, 6, -1.6, 5, -2, -0.37, -6
- COc1ccc(CN2CC(C(=O)NCCCN3CCN(Cc4ccccc4)CC3)CC2=O)cc1 (centres undefined)
    ., 0.0, ., -12, 0.7, 5, 8, 0.88, -2
- COc1cccc(C2c3[nH]c4ccccc4c3CCN2Cc2ncc[nH]2)c1 (centres undefined)
    4.3, -0.1, -2, -65, 0.3, 20, -3, -0.33, 5
- Cn1c(=O)c(=O)n(C)c2cc(S(=O)(=O)N3CC(=O)N(CCc4ccccc4)C(=O)C3)ccc21
    0.3, 2.1, -26, -6, 2.7, -22, 0, 1, -24
- O=C(O)CCC(=O)OCC1CCCCC1
    0.3, -0.3, -4, -16, -1.9, 16, ., ., -13
- CCS(=O)(=O)N1CCCC(C(=O)NCCCN(C)Cc2ccccc2)C1 (centres undefined)
    -0.2, 0.2, 0, -36, 0.0, -14, 5, -0.53, 4
- CCCCN=C(N)/C(C(=O)OCC)=C(\O)c1ccc(OC)cc1
    0.1, -0.1, 4, -8, 0.0, -5, 7, ., -1
- Cc1nnc(SCc2nnc(-c3cccs3)o2)n1C1CCCCC1
    -0.4, 0.7, 8, 21, 0.2, -2, 4, 0.77, -17
- CC(=O)Nc1ccc(/C=N/Nc2ccc(C(=O)c3c(C)cc4ccccn34)cc2[N+](=O)[O-])cc1
    -0.4, 1.6, -3, 26, -4.4, 3, 64*, 0.014, .
- Cc1cccc(OCCCN2C(=O)C(=O)c3cc(C)ccc32)c1
    1.2, -0.3, 8, -4, -3.6, 2, 3, 2.1, -1
- COc1ccc(CN(Cc2ccc(C(=O)O)cc2)C(=S)Nc2cccc(C)c2)cc1OC
    -0.3, 1.3, ., 30, 0.3, -7, -3, -0.64, -5
- CCn1c(SCc2nc(-c3ccc(Cl)cc3)no2)nnc1-c1ccco1
    0.0, -0.1, -5, 20, -0.5, -31, -7, -2.7, -13
- COc1ccc([N+](=O)[O-])cc1NC(=O)c1ccccc1N(C)S(C)(=O)=O
    0.6, 0.8, ., -10, 1.2, -13, 0, -0.041, -11
- Cc1nnc(Sc2nc3c(c(=O)n(C)c(=O)n3C)n2Cc2ccc(Cl)cc2)s1
    ., -0.5, ., 3, -0.8, -3, 2, -0.73, 2
- CCOC(=O)CSc1ncc(-c2cccc(Cl)c2)cn1
    -0.1, 1.0, -7, 12, -3.1, -19, -4, -0.08, 15
- CCN(CC)c1ccc(/C=N/NC(=O)CNC(=O)c2ccccn2)cc1
    1.2, -1.3, 20, -44, 0.4, -8, 5, 0.72, 1
- CCCCC(=O)N=c1sc2cc(S(C)(=O)=O)ccc2n1C
    0.0, 0.6, ., 0, 1.3, -14, -19[fluorescence artefact?], 0.035, -14
- C=CCN(Cc1cccc(OC)c1OC)S(=O)(=O)N(C)C
    0.0, 0.3, -12, 10, -0.7, -10, -5, 0.51, -19
- CCO[C@@H]1OC(C(=O)O)=C[C@H](C)[C@H]1CCCO
    0.2, 1.6, 7, -6, -0.1, -14, -1, -0.088, .
- COc1ccc(CN2C(=O)c3oc4ccccc4c(=O)c3C2c2ccc(O)c(OC)c2)cc1 (centres undefined)
    0.1, -1.4, ., 3, -0.6, -6, 1, 1.3, -3
- O=C(COC(=O)C1CC2C=CC1C2)NCc1ccc(F)cc1 (centres undefined)
    0.1, -0.2, 12, 3, 2.0, -12, 20[fluorescence artefact?], -0.81, 9
- Clc1ccc(SCCCCn2cncn2)cc1
    -0.2, 1.4, 8, 24, -1.3, -7, -5, ., -8
- CCn1cc(C2Nc3ccccc3C(=O)N2O)c(C)n1 (centres undefined)
    0.5, -0.5, 0, 3, -1.4, 5, -9, 1.7, -5
- N#Cc1c(C(F)(F)F)cc(-c2cccc(Cl)c2)[nH]c1=O
    0.6, 1.0, -2, i, -2.0, -26, 6, -3.1, -7
- Cc1ccc(C(=O)NCc2ccc3c(c2)OCO3)cc1N1CCCC1=O
    -0.2, -0.3, 6, -30, 0.0, -12, 4, -0.56, -5
- O=C(NC1(C(F)(F)F)NC(=O)N(Cc2cccnc2)C1=O)c1ccccc1Cl (centres undefined)
    -0.3, -1.0, -6, 18, -0.3, 15, 4, ., -8
- CCOC(=O)c1c(C)n(C)c2cc(CN(C)C)c(O)c(S(=O)(=O)c3ccccc3)c12
    -0.4, -0.6, -7, 12, 0.4, -2, 4, 0.54, -6
- CCS(=O)(=O)N1CCCC(C(=O)NCc2cccnc2)C1 (centres undefined)
    1.2, 0.5, 2, 6, 0.2, 5, 0, ., -16
- Cc1n(-c2ccccc2)c2ccc(Cl)cc2[n+]1CCO
    0.7, 0.1, ., -14, -0.5, -15, 2, 0.57, -9
- CCC(CO)N=CC1=C(O)CC(C)(C)CC1=O (centres undefined)
    0.4, 0.1, 3, -13, -0.8, -10, -8, -0.097, -3
- Cc1ccc(C)c(C(=O)CCC(=O)O)c1
    0.9, 0.2, 10, 26, 0.5, -9, 2, 1.3, -6
- N#Cc1cc2sc3nc4ccccc4n3c2cc1C#N
    0.4, 0.9, -3, -44, -0.7, -17, 9, ., -12
- COc1ccc(CN(C(=O)c2cnccn2)C(C(=O)NC(C)(C)C)c2cc(OC)c(OC)c(OC)c2)cc1 (centres undefined)
    0.3, -0.3, 5, -16, -0.8, -13, 3, 0.13, 2
- Cc1ccc(C(=O)NNS(=O)(=O)c2ccccc2[N+](=O)[O-])cc1
    0.5, 0.9, 7, -25, -0.8, -10, -3[fluorescence artefact?], 0.65, -4
- COc1ccccc1-n1c(SCC(=O)NCc2ccc3c(c2)OCO3)nc2cc([N+](=O)[O-])ccc21
    0.1, -0.9, 19, -28, 3.9, -24, 2, 0.69, 6
- Oc1ccc(/C=N/n2c3ccccc3c3ccccc32)cc1
    0.2, 0.8, 0, 23, -0.9, -25, 6, 0.27, -2
- CC(OC(=O)C1=NNC(=O)CC1)C(=O)Nc1ncc(Cl)cc1Cl (centres undefined)
    1.3, 0.8, 20, -12, 0.6, 1, -6, 0.0028, 2
- c1csc(-c2nc(CN3CCSCC3)cs2)c1
    1.0, 0.7, -4, -8, 2.9, -19, -6, -0.31, -60
- Cc1ccc(OC(=O)CCC(=O)N2CCc3ccccc32)cc1
    -0.1, 0.4, -3, -15, -13, -8, 7, -0.66, -18
- Cc1ccc(C(=O)Nc2ccc(N3CCCC3)cc2)c(C)c1
    0.2, -0.1, ., -25, -0.1, -11, 10, -0.051, -17
- COc1ccc(C2CC(=O)OC3=C2C(=O)CC(C)(C)C3)c(OC)c1 (centres undefined)
    0.9, 0.4, 1, -8, 1.4, -20, -4, -0.013, -8
- CCN(CC)CC(O)Cn1c2ccccc2c2ccccc21 (centres undefined)
    1.0, -1.4, -1, -9, 2.6, -12, 2, ., -2
- CC1CCN(C(=O)CSc2ccc(-c3ccc(F)cc3)nn2)CC1
    0.1, 0.8, ., 2, -1.3, -14, 0, -5.3*, -4
- COC(=O)c1c(C)[nH]c(C(=O)/C=C/c2ccccc2Cl)c1C
    1.7, 1.1, 6, 14, 1.8, -13, -7, 0.045, .
- CC1CN(Cc2nc3c(c(=O)n(C)c(=O)n3C)n2CCCc2ccccc2)CC(C)O1 (centres undefined)
    -0.9, -0.7, ., ., -1.2, ., ., 0.027, .
- COc1ccccc1NC(=O)CSc1nnnn1-c1ccc2c(c1)OCO2
    2.6, -0.8, 3, 25, -2.2, 8, 0, 0.1, 3
- COc1ccc(NC(=O)c2ccc(Br)o2)c([N+](=O)[O-])c1
    1.5, 0.7, -5, -15, -8.1, -28, -7, 0.62, -11
- O=C(Nc1nc2ccccc2s1)c1ccc(Cl)s1
    2.0, -0.5, -2, -60, -0.6, -9, 0[fluorescence artefact?], 0.73, -22
- Fc1ccc(C[n+]2csc3ccccc32)cc1
    0.4, 1.3, 3, 4, -13, -7, 3, 2.1, -2

An excerpt from above with just Mdm2 ligase inh.
compound	Mdm2 ligase inh
c1csc(-c2nc(CN3CCSCC3)cs2)c1	-60
Cc1ccc(OC(=O)CCC(=O)N2CCc3ccccc32)cc1	-18
Cc1ccc(C(=O)Nc2ccc(N3CCCC3)cc2)c(C)c1	-17

High-throughput results: PubChem, several laboratories
